GSH fluor: GSH bead compound fluorescence profile; GSH beads flow cytometry, compound fluorescence 488/530 nm; hits give high values; AID 1776; fluorescence (KMESF) at 10 µM; 190,000 tested, 0.25% active; in the data active = fluorescence above about 89;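 also: glutathione beads carrying GST-tagged Bcl family fusion proteins plus one bare bead set; values are compound well signal with DMSO vehicle wells as background; inactives centre near 16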
Avidin bead fluor: avidin bead compound fluorescence profile; 220,000 tested, 0.38% active; fluorescence (KMESF) at 10 µM; Avidin beads, compound fluorescence 488/530 nm, flow cytometry; hits give high values; in the data active = fluorescence above about 47; also: inactives centre near 10
ABCB1 inh: inhibitors of human ABCB1 transporter, ABCG2 counter-screen; P08183; 190,000 tested, 0.067% active; AID 1326; CCRF-Adr cells, JC-1 efflux, flow cytometry; inhibition, % at 6.6 µM; in the data active = inhibition above about 40%;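 also: 0% = vehicle and 100% = reference inhibitor; higher value means more JC-1 retained so stronger ABCB1 efflux block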
RGS4-Gao reg: human RGS4-Galphao interaction regulation | 220,000 tested, 0.33% active | Multiplexed bead flow cytometry, RGS4-Galphao binding; actives lie on both sides | P09471 | binding response (% of control), % at 10 µM | AID 1415; in the data active = binding response below about 49% or above about 150%; inactive = in between;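 also: fluorescent Galphao activated with aluminum fluoride binding bead-coupled RGS4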
Mcl-1 Bim block: disrupts Bim peptide binding to human Mcl-1 | 190,000 tested, 0.1% active | AID 1009 | Bead-based flow cytometry, Bim peptide-Mcl-1 binding | inhibition, % at 10 µM; in the data active = inhibition above about 40%;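 also: 0% = no compound tracer wells and 100% = peptide blocker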
RGS7-Gao reg: modulates binding of RGS7 to human Galphao; Multiplexed bead flow cytometry; actives lie on both sides; 220,000 tested, 0.35% active; AID 1439; binding response (% of control), % at 10 µM; P09471; in the data active = binding response below about 49% or above about 150%; inconclusive = no clear call, values can overlap the other calls; inactive = in between;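 also: fluorescent Galphao held in activated GDP-AlF4 state binding bead-coupled RGS7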
Mcl1-Bid inh: Mcl-1/Bid interaction inhibition; Q07820; TR-FRET Mcl-1/Bid-Dy647 peptide binding, 1536-well; 220,000 tested, 0.97% active; inhibition, % at 21.7 µM;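 active = compounds that cut the binding signal by more than half at the single screening dose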;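 also: His-tagged Mcl-1 with europium anti-His antibody binding Bid BH3 peptide; 0% = Mcl-1 plus peptide wells and 100% = peptide-only wells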
RGS8-Gao: modulates binding of RGS8 to human Galphao. 220,000 tested, 0.34% active. AID 1423. response (percent of control binding), % at 10 µM. multiplexed bead flow cytometry; actives lie on both sides; in the data active = response below about 60% or above about 140%; inactive = in between;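 also: Galphao activated as the GDP aluminium fluoride complex binding bead-coupled RGS8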
ABCG2 inh: blocks JC-1 efflux by human ABCG2 transporter; IgMXP3 cells, flow cytometry; inhibition, % at 6.6 µM; 190,000 tested, 0.1% active; AID 1325;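 active = inhibition above 80%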;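 also: 0% = DMSO and 100% = nicardipine control wells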
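test system = two drug-resistant human cell lines, ABCG2 and ABCB1 | amount = 3 million cells/mL final, two lines in 1:1 ratio | reagent = JC-1 transporter substrate | doses = one concentration, 6.6 µM final | incubation = 10 min at 25 °C | signal = flow cytometric JC-1 green MFI at 530 nm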
Mcl1-Noxa inh: disrupts binding of human Mcl-1 to Noxa peptide; Q07820; TR-FRET Mcl-1/Noxa peptide binding, 2 h; inhibition, % at 21.7 µM; 220,000 tested, 1.5% active;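 active = compounds that cut the protein-peptide binding signal by more than 50% relative to plate controls in a single-dose test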;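 also: His-tagged Mcl-1 with rhodamine Noxa BH3 peptide and terbium anti-His antibody; 0% = Mcl-1 plus Noxa peptide wells and 100% = peptide-only wells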
Pf gamet viab: inhibitors of late stage P. falciparum gametocyte viability; inhibition, % at 10.9 µM; P. falciparum stage V gametocytes, ATP luminescence, 24 h; AID 743093; 150,000 tested, 0.065% active;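 active = inhibition above the mean plus 3 SD of compounds within the control limits, set per campaign, cut at about 38% in these data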;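 also: 0% = DMSO wells and 100% = medium only without gametocytes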
Active calls of the source: *; ? = inconclusive; / = not tested or not shown. Hits appear at their usual frequency (roughly 3.3% active in at least one column).

SMILES,GSH fluor,Avidin bead fluor,ABCB1 inh,RGS4-Gao reg,Mcl-1 Bim block,RGS7-Gao reg,Mcl1-Bid inh,RGS8-Gao,ABCG2 inh,Mcl1-Noxa inh,Pf gamet viab
COc1ccc(CNC(=O)CSc2n[nH]c(C)c2[N+](=O)[O-])cc1,12,15,1.0,103,-1,103,-9,102,70,4,5
C/C(=N\NC(=S)NC1CCCCC1)c1ccc(C#N)cc1,11,11,0.3,103,-5,101,-30,102,5,2,9
CC1=C(Sc2ccccn2)C(=O)NC(C)(C)C1,34,6,0.8,109,-3,107,-6,101,2,-18,/
CCCOc1cccc(C(=O)O)c1,22,15,3.0,97,-9,100,-6,99,9,-7,/
Cc1ccc2nc(N3CCN(C)CC3)c(C#N)cc2c1,28,6,0.2,100,0,99,-10,109,2,15,17
O=C1NC(CCc2ccccc2)C(=O)N1Cc1cccc2ccccc12 (stereo unspecified),15,15,90*,109,2,103,-43,106,159*,-1,2
CCC(=O)Nc1ccc(S(=O)(=O)N2CCc3ccccc3C2)cc1,26,7,0.0,111,-3,108,5,112,0,24,/
CC(C)c1cc(=O)oc2c3c4c(cc12)CCCN4CCC3,11,12,0.2,98,1,99,-44,97,1,21,/
Cc1cc(C)c(NC(=O)COC(=O)/C=C/c2cccs2)c(C)c1,10,3,-0.1,90,-2,92,13,81,2,-5,/
CCCn1cc2c(c1-c1ccc(C)cc1)c(=O)n(C)c(=O)n2C,24,11,0.5,99,0,100,-43,103,3,-12,-11
CC1CCN(C(=O)CN(c2ccc3c(c2)OCO3)S(C)(=O)=O)CC1,14,8,1.2,99,2,101,-6,101,3,9,5
COc1ccc(OC)c(C2C(C(C)=O)=C(O)C(=O)N2CCc2ccc(OC)c(OC)c2)c1 (stereo unspecified),19,22,-0.1,107,0,103,1,104,-1,19,/

SMILES,GSH fluor,Avidin bead fluor,ABCB1 inh,RGS4-Gao reg,Mcl-1 Bim block,RGS7-Gao reg,Mcl1-Bid inh,RGS8-Gao,ABCG2 inh,Mcl1-Noxa inh,Pf gamet viab
COc1cc(CNc2ccc(S(N)(=O)=O)cc2)ccc1OCC(=O)NC1CCCCC1,12,7,0.0,97,-1,100,-50,99,2,-4,-11
O=c1cc(C(F)(F)F)[nH]c(=O)n1C1CCCCC1,9,10,0.4,101,-2,101,-11,98,-1,-13,-16
O=C(Nc1cccc(C(F)(F)F)c1)C1CCCN1S(=O)(=O)c1cccc2cccnc12 (stereo unspecified),33,12,1.6,105,-5,104,-9,98,7,-2,/
NS(=O)(=O)c1ccc(NC(=O)COC(=O)c2cnccn2)cc1,15,11,-0.9,99,-3,?,-11,102,-8,42,-32
CCCCOc1ccc(C(=O)N/C(=C\c2ccc([N+](=O)[O-])cc2)C(=O)OCc2ccco2)cc1,10,12,0.1,99,58*,99,-8,107,-1,7,9
CC(=O)c1ccc2cccc3c2c1N=CN3C,9,21,3.0,86,1,86,-38,89,5,-1,/
CC(C)OC(=O)CSc1nc(Cc2cccs2)nc2ccccc12,19,11,1.1,104,3,100,-11,105,6,-4,/
Cc1cc(C)cc(N(CC(=O)N2CCOCC2)S(=O)(=O)c2ccccc2)c1,21,8,0.5,102,-11,95,-2,99,2,-14,7
COc1ccc(OCC(=O)N/N=C(\C)CC(=O)Nc2cccc([N+](=O)[O-])c2)cc1,10,11,0.2,100,0,102,-4,100,11,11,10
Cc1cccc(OCC(=O)N2CCN(C(=O)c3ccco3)CC2)c1,12,11,0.8,99,-4,93,-18,102,8,16,-58
Cc1ccc(S(=O)(=O)N/N=c2\oc3ccccc3cc2C(=O)Nc2cccc(C)c2)cc1,9,16,-1.2,102,-4,105,-2,101,-10,27,/
COc1ccccc1N/N=C/c1c(CO)cnc(C)c1O,34,13,-0.6,101,-1,101,-5,99,8,9,/

Structures shown so far containing a halogen, in the order listed:
SMILES,GSH fluor,Avidin bead fluor,ABCB1 inh,RGS4-Gao reg,Mcl-1 Bim block,RGS7-Gao reg,Mcl1-Bid inh,RGS8-Gao,ABCG2 inh,Mcl1-Noxa inh,Pf gamet viab
O=c1cc(C(F)(F)F)[nH]c(=O)n1C1CCCCC1,9,10,0.4,101,-2,101,-11,98,-1,-13,-16
O=C(Nc1cccc(C(F)(F)F)c1)C1CCCN1S(=O)(=O)c1cccc2cccnc12 (stereo unspecified),33,12,1.6,105,-5,104,-9,98,7,-2,/

Grouped by structure: the entries above containing a thiophene ring, fused or not.
SMILES,GSH fluor,Avidin bead fluor,ABCB1 inh,RGS4-Gao reg,Mcl-1 Bim block,RGS7-Gao reg,Mcl1-Bid inh,RGS8-Gao,ABCG2 inh,Mcl1-Noxa inh,Pf gamet viab
Cc1cc(C)c(NC(=O)COC(=O)/C=C/c2cccs2)c(C)c1,10,3,-0.1,90,-2,92,13,81,2,-5,/
CC(C)OC(=O)CSc1nc(Cc2cccs2)nc2ccccc12,19,11,1.1,104,3,100,-11,105,6,-4,/

Next records.
SMILES,GSH fluor,Avidin bead fluor,ABCB1 inh,RGS4-Gao reg,Mcl-1 Bim block,RGS7-Gao reg,Mcl1-Bid inh,RGS8-Gao,ABCG2 inh,Mcl1-Noxa inh,Pf gamet viab
c1ccc2c(c1)nc(N1CCCCCC1)c1ccccc12,/,5,/,97,/,?,-30,103,/,32,11
CCOc1ccccc1NC(=S)N(CCCN1CCOCC1)Cc1cn(C)c2ccccc12,15,11,1.1,96,-3,94,-29,98,0,15,/
CCOC(=O)c1c(C)[nH]c(C(=O)OCC(=O)N2c3ccccc3CC2C)c1C (stereo unspecified),25,10,2.1,100,-4,101,-1,103,10,15,/
CCN(CC)CCCNc1oc(-c2ccc(OC)c(OC)c2)nc1C#N,11,37,0.2,103,-3,100,-27,100,2,10,/
OCCC1CN(Cc2cccn2-c2nccs2)CCN1C1CCCCC1 (stereo unspecified),17,6,1.5,97,-1,94,-68,97,4,17,/
CCOC(=O)C1C(c2ccc(Cl)cc2)NC(=S)NC1(O)C(F)(F)F (stereo unspecified),10,9,2.0,102,-5,103,-14,102,10,11,-23
C[C@H]1COc2c(C3(N)CC3)c(F)cc3c(=O)c(C(=O)O)cn1c23,63,5,/,98,0,95,-3,97,5,-24,/
O=C(CN1CCCN(Cc2ccc(F)cc2Cl)C1=O)NC1CCCCCCC1,64,10,0.6,81,0,79,3,74,1,2,/
Cc1cccc(OCCNc2cc(N3CCN(CCO)CC3)ccc2[N+](=O)[O-])c1,17,7,3.2,102,-7,103,-28,101,54,20,18
CC(=O)c1c(C)cc(C)c(CSc2nc(C)cc(=O)[nH]2)c1C,17,6,0.2,103,4,100,-3,102,0,17,/
CC(=O)NCCc1nc2cc(NC(=O)c3ccccc3)ccc2n1C,13,10,0.5,100,2,100,-15,100,3,5,4
Nc1ccccc1Oc1ncc(C(F)(F)F)cc1Cl,20,36,-0.1,103,0,101,-8,102,0,-3,1

Profiles, quoted from the list. Screens in order: GSH fluor | Avidin bead fluor | ABCB1 inh | RGS4-Gao reg | Mcl-1 Bim block | RGS7-Gao reg | Mcl1-Bid inh | RGS8-Gao | ABCG2 inh | Mcl1-Noxa inh | Pf gamet viab
O=C(CN1CCCN(Cc2ccc(F)cc2Cl)C1=O)NC1CCCCCCC1 is entered as 64 | 10 | 0.6 | 81 | 0 | 79 | 3 | 74 | 1 | 2 | /
Nc1ccccc1Oc1ncc(C(F)(F)F)cc1Cl is entered as 20 | 36 | -0.1 | 103 | 0 | 101 | -8 | 102 | 0 | -3 | 1

Next part.
SMILES,GSH fluor,Avidin bead fluor,ABCB1 inh,RGS4-Gao reg,Mcl-1 Bim block,RGS7-Gao reg,Mcl1-Bid inh,RGS8-Gao,ABCG2 inh,Mcl1-Noxa inh,Pf gamet viab
O=C(NCC1CCCO1)c1cccc(Br)c1 (stereo unspecified),15,15,0.1,91,-2,95,-17,97,1,10,/
COc1ccc(-n2c(Cc3cccn3C)nnc2SCC(=O)NCC2CCCO2)cc1 (stereo unspecified),22,7,0.8,92,-1,89,-40,98,2,-2,/
Cc1nc(N2CCOCC2)sc1C=O,21,12,0.3,105,2,104,-17,103,1,-2,-13
CC12CC3(C)CC(C)(C1)CC(C(=O)NCC(=O)O)(C2)C3,17,10,0.9,101,-1,?,5,102,2,12,-6
CCOC(=O)Cc1csc(N)n1,19,4,0.2,103,-1,101,-22,94,0,0,/
CN(Cc1nc(-c2cccnc2)no1)S(=O)(=O)c1ccc(Br)cc1,7,8,0.1,103,2,101,-46,103,0,-36,/
COc1ccc(C2OC[C@H]3O[C@H](O)[C@H](NC(C)=O)[C@@H](O)[C@@H]3O2)cc1 (stereo partly specified),24,11,0.1,102,0,100,-30,100,0,5,/
COCCn1c(N)c(C#N)c2nc3ccccc3nc21,10,9,0.2,103,-4,99,2,103,2,5,13
c1ccc(-c2nnc(CN3CCN(C(c4ccccc4)c4ccccc4)CC3)o2)cc1,14,9,-0.1,100,-1,?,19,99,0,16,/
COC(=O)/C=c1/s/c(=C(/C#N)C(=O)NCc2ccccc2)n(-c2ccccc2)c1=O,10,9,-0.3,103,0,103,-18,100,0,5,/
C=C(C)c1cccc(C(C)(C)NC(=O)NCC2COCCO2)c1 (stereo unspecified),17,26,-0.1,102,1,100,3,100,26,16,/
O=C1COc2ccc(C(=O)CSc3nnc(-c4cccs4)n3Cc3ccccc3)cc2N1,36,12,0.1,100,-1,104,-3,101,29,5,/

SMILES,GSH fluor,Avidin bead fluor,ABCB1 inh,RGS4-Gao reg,Mcl-1 Bim block,RGS7-Gao reg,Mcl1-Bid inh,RGS8-Gao,ABCG2 inh,Mcl1-Noxa inh,Pf gamet viab
COc1ccccc1N1CCN(/N=C/c2cccc(OC)c2O)CC1,13,10,0.3,95,0,97,-30,97,10,8,/
CC(=O)OCC1OC(OC(C)=O)C(NC(=O)Cc2ccccc2)C(OC(C)=O)C1OC(C)=O (stereo unspecified),21,11,0.1,99,4,102,-11,104,3,9,11
O=C(COc1cc(F)ccc1[N+](=O)[O-])Nc1ccc(N2CCOCC2)cc1,14,6,0.8,102,0,104,-3,102,32,7,-7
Fc1cccc(NC(=S)N2CCn3cccc3C2c2cccnc2)c1 (stereo unspecified),16,11,-0.1,97,-3,97,-31,97,0,2,-2
Cc1nc(-c2nc(-c3c(C(=O)NN)noc3C)cs2)cs1,11,13,0.3,97,4,?,-32,98,6,29,13
CCOP(=O)(OCC)c1nc(-c2ccc(Cl)cc2Cl)oc1N1CCCCC1,11,9,0.4,100,-2,?,15,100,1,9,5
CN(C)S(=O)(=O)c1ccc(C(=O)Nc2nc(-c3ccccc3)c(C(=O)c3ccccc3)s2)cc1,7,2,-0.6,100,-3,101,-33,102,-1,-62,-16
O=C(Nc1ccc(F)c(Cl)c1)NC1CC1,10,3,0.3,101,-3,101,-11,101,3,2,-3
O=C(Nc1ccc2c(c1)OCO2)C1CCN(S(=O)(=O)c2cccc3cccnc23)CC1,27,14,1.1,96,-1,105,-19,95,4,/,/
Cc1c(C#N)c(NC(=O)CCl)n(Cc2ccccc2)c1C,7,22,0.2,98,-2,99,-12,101,1,-7,-9
